KCNQ1 block – inhibitors of human KCNQ1 potassium channel; P51787; CHO-K1 KCNQ1, FluxOR thallium flux fluorescence; active compounds read high; B-score at 10 µM; 310,000 compounds, 1.3% hits;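 active means compounds whose thallium flux B-score, printed positive for inhibition, exceeds three library SD while starting fluorescence stays within three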;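 further: channel opened by potassium depolarization with thallium stimulus after 20 min compound exposure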
KCNQ1 pot – human KCNQ1 channel potentiation or activation; P51787; CHO-K1 KCNQ1, thallium flux FluxOR fluorescence; active compounds read high; B-score at 10 µM; 310,000 compounds, 0.35% hits; AID 2648;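 active means fluorescence ratio B-score, a plate-corrected score, at least three library SD, with initial intensity B-score within 5 SD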
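Doses: Single concentration per compound, DMSO matched to controls | Test system: KCNQ1-transfected CHO-K1 cells | Timing: 90 min dye loading and 20 min compound exposure, both at room temperature | Measured by: Kinetic FluxOR thallium fluorescence, 10-s 1-Hz baseline, 110-s post-stimulus read | Medium: Assay buffer with matched DMSO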
RGS4 act – RGS4 potentiation or activation; HEK293 M3R/inducible RGS4, carbachol calcium flux Fluo4; active compounds read low; B-score at 10 µM; 310,000 compounds, 0.92% hits;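 active means B-score of the integrated calcium signal more than 4 SD below the library mean, with starting fluorescence not abnormally high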;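 further: negative B-score means reduced calcium response which marks RGS4 activation or potentiation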
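Material: Inducible-RGS4 HEK293 cells carrying M3 receptor; also added: carbachol at ECmax as muscarinic agonist stimulus; incubation: compound preincubation 20 min at room temperature before agonist; signal: Fluo4-AM (2 µM) calcium-flux fluorescence, kinetic read; measure: integrated calcium ratio converted to B score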
RGS4 inh – human RGS4 inhibition; AID 463165; 310,000 compounds, 0.45% hits; HEK293 M3R/RGS4 inducible, Fluo-4 calcium flux; active compounds read high; triggered by carbachol at its EC20; B-score at 10 µM; P49798;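 active means B-score, a plate-corrected calcium signal, over three deviations above library mean, with baseline fluorescence within five deviations of library mean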;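 further: RGS4 expression induced by doxycycline in cells with stable M3 receptor; B-score is computed from the integrated fluorescence ratio over baseline after carbachol; higher B-score means a larger calcium signal and so more RGS4 inhibition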
TMEM16A act – activators or potentiators of mouse TMEM16A chloride channel | B-score at 10 µM | HEK293 TMEM16A/YFP-H148Q/I152L, iodide quench fluorescence; active compounds read low | 340,000 compounds, 0.3% hits;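 active means fluorescence-ratio B-score plate-corrected deviation score at least 3 library SD below zero, with starting fluorescence score within 5 deviations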;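 further: channel opened by trigger with iodide after compound preincubation; score built on the fluorescence ratio of max minus min over baseline; more negative score means more quench and so TMEM16A activation or potentiation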
MrgX1 allo act – human MrgX1 positive allosteric modulation, primary screen. AID 588675. B-score at 10 µM. 310,000 compounds, 0.63% hits. MrgX1-HEK293, Fluo-4 calcium flux, FDSS; active compounds read high. Q96LB2;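 active means plate-corrected calcium response at least 3 library SD above typical, normal starting fluorescence, not activating the receptor alone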;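 further: compound read alongside a low EC10 to EC30 dose of BAM8-22 agonist; peak minus trough fluorescence over baseline measured at the second addition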
Target sequence (Q96LB2 whole entry, looked up): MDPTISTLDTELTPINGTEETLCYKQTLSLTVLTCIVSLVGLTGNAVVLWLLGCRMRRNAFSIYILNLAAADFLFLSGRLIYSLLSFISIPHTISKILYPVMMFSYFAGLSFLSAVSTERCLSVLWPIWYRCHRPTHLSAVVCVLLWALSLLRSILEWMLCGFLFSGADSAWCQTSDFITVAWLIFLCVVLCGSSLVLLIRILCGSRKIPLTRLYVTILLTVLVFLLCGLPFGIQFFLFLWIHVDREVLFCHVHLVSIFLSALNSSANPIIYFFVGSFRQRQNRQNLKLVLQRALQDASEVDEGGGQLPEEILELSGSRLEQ
MrgX1 ag – agonists of human MrgX1 receptor; Q96LB2; MrgX1-HEK293 cells, Fluo-4 calcium fluorescence, agonist mode; active compounds read high; B-score at 10 µM; 310,000 compounds, 0.44% hits; AID 588627;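 active means calcium response B-score plate-corrected fluorescence ratio at least 3 library SD, with starting fluorescence B-score inside 5 SD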
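Test system: HEK293 cells stably expressing human MrgX1 receptor; Input: fifteen thousand cells per well; Dosing: compound delivered in addition one of three; Schedule: overnight seeding, then 1 h dark dye loading; Technique: Fluo-4 NW calcium fluorescence; Measure: B-scored fluorescence response ratio; Controls: positive and negative controls per plate.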
KCNK9 inh – inhibitors of human KCNK9 two-pore domain potassium channel; Q9NPC2; HEK293 KCNK9, FluxOR thallium flux fluorescence; active compounds read low; B-score at 10 µM; 310,000 compounds, 1.2% hits;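 active means ratio B-score over 3 SD below the library mean, with starting fluorescence within 5 SD of its mean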;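 further: negative B-score means less thallium flux so channel inhibition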
Target sequence (Q9NPC2 whole entry, looked up, the tested form may be a part): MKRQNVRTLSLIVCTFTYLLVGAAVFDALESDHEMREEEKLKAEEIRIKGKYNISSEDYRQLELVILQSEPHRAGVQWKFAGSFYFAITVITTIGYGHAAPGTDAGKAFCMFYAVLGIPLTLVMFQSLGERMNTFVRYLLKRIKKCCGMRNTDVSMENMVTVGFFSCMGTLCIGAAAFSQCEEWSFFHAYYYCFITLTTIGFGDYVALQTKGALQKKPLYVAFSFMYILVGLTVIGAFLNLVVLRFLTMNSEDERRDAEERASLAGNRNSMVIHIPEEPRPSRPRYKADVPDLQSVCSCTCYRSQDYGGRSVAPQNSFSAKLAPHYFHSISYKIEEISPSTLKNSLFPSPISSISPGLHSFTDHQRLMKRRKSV
KCNK3 inh – human KCNK3 channel inhibition, primary screen | O14649 | CHO-KCNK3 thallium flux, FluxOR fluorescence; active compounds read low | B-score at 10 µM | 340,000 compounds, 0.84% hits;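 active means B-score under library mean minus 4 SD, starting fluorescence ratio at most library mean plus 5 SD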;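 further: more negative B-score means stronger inhibition of thallium flux through KCNK3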
Target sequence (O14649 whole entry, looked up): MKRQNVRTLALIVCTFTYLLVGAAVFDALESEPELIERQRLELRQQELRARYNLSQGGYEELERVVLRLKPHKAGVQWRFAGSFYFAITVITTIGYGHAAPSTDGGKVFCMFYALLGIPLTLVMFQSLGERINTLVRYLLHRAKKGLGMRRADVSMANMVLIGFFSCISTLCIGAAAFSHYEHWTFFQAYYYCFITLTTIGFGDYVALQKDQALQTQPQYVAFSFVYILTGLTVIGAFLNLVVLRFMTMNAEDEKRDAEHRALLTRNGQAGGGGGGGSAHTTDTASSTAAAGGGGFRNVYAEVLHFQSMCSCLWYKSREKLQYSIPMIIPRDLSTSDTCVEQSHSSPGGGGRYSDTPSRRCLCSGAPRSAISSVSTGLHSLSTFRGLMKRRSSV
hERG rescue – shields human hERG channel from block by proarrhythmic agents; AID 1511; 310,000 compounds, 0.51% hits; activation (rescue from dofetilide block), less the hit threshold, % at 10 µM; CHO-hERG, FluxOR thallium flux, dofetilide IC70 present; Q12809;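 active means activation above the mean of controls blocked by dofetilide plus 5 SD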;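 further: thallium influx through hERG after potassium depolarization seen as dye fluorescence rise; in these data hits start at about 4.7%; inactives centre near -7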
ANO1 block – mouse TMEM16A channel inhibition, primary screen. HEK293 TMEM16A/YFP iodide influx fluorescence, ionomycin. normalized B-score (activity score, 25-100; higher = stronger inhibition) at 10 µM. 310,000 compounds, 1.2% hits;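 active means ratio plate-corrected score three or more library SD toward inhibition, starting fluorescence score within five deviations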;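 further: score derived from kinetic fluorescence span divided by baseline fluorescence per well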
Starred values were filed as active, the others as inactive; i = inactive.

SMILES | KCNQ1 block | KCNQ1 pot | RGS4 act | RGS4 inh | TMEM16A act | MrgX1 allo act | MrgX1 ag | KCNK9 inh | KCNK3 inh | hERG rescue | ANO1 block
Nn1c(COc2ccccc2F)nnc1SCC(=O)NC1CCS(=O)(=O)C1 (configuration not stated) | i | i | i | i | i | i | i | i | i | -10 | i
O=C(CC1C(=O)N(c2ccc(Cl)cc2)C(=S)N1CCc1ccncc1)Nc1ccc(F)cc1 (configuration not stated) | i | i | i | i | i | i | i | i | i | -2 | i
CCn1ccnc1CN(C)C(=O)c1cc(COc2c(F)cccc2F)on1 | i | i | i | i | i | i | i | i | i | -12 | i
COc1ccc(-c2cn[nH]c2N)cc1OC | i | i | i | i | i | i | i | i | i | -1 | i
CSCC[C@H](NC(=O)[C@H](Cc1ccccc1)n1c(=O)[nH]c2ccccc2c1=O)C(=O)NCC1CCC(C(=O)O)CC1 (some centres not stated) | i | i | i | i | i | i | i | i | i | -1 | i
COc1ccc(C)cc1NC(=O)NNC(=O)C(C)Oc1ccc(F)cc1Cl (configuration not stated) | i | i | i | i | i | i | i | i | i | -7 | i
Cn1c(SCC(=O)O)nnc1C1CCCCC1 | i | i | i | i | i | i | i | i | i | -2 | i
COc1ccc(OC)c(NC(=O)CCn2ccnc2)c1 | i | i | i | i | i | i | i | i | i | -6 | i
Cc1ccc(C(=O)CSc2nnc(COc3ccc(C#N)cc3)n2-c2ccccc2)cc1 | i | i | i | i | i | i | i | i | i | -2 | i
CCCS(=O)(=O)N1CCCC(C(=O)N2CCN(c3ccccc3)CC2)C1 (configuration not stated) | i | i | i | i | i | i | i | i | i | -2 | i
Cc1cc(NS(=O)(=O)Cc2ccccc2)cc(C)c1OCC(=O)N1CCOCC1 | i | i | i | i | i | i | i | i | i | -6 | i
CC1(C)C(=O)N(c2ccccc2)C1c1ccccc1O (configuration not stated) | i | i | i | i | i | i | i | i | i | -2 | i
CCc1nc(SCC(=O)Nc2ccccc2C(=O)OC)n[nH]1 | i | i | i | i | i | i | i | i | i | -3 | i
COc1ccc(NC(=O)CSc2cc(C)nc3c(-c4ccccc4)cnn23)cc1 | i | i | i | i | i | i | i | i | i | -11 | i
O=C(COc1cc2oc(=O)c3c(c2cc1Cl)CCC3)NCC1CCC(C(=O)O)CC1 (configuration not stated) | i | i | i | i | i | i | i | i | i | -5 | i
O=C(N/N=C/c1cc(Br)cs1)c1ccc2c(c1)OCCO2 | i | i | i | i | i | i | i | i | i | -4 | i
Cc1cc(C)c(NC(=O)CS(=O)CC(=O)Nc2ccc(-n3cnnn3)c(C)c2)c(C)c1 (configuration not stated) | i | i | i | i | i | i | i | i | i | -15 | i
CC(=O)Nc1ccc(NC(=O)CSc2nnc(C3CC3)n2C)cc1 | i | i | i | i | i | i | i | i | i | -10 | i
COc1cc(C2NC(=S)NC(C)=C2C(=O)OC(C)C)ccc1OC(C)C (configuration not stated) | i | i | i | i | i | i | i | i | i | -18 | i
Cc1ccc(NS(=O)(=O)c2ccc(C(=O)NCC3CCCO3)cc2)cc1 (configuration not stated) | i | i | i | i | i | i | i | i | i | -6 | i
Cc1ccc(-n2ncc3c(=O)n(CC(=O)N(C)C)cnc32)cc1 | i | i | i | i | i | i | i | i | i | -10 | i
Cc1cc(C(=O)N/N=C2\CCCC(C)C2)n[nH]1 (configuration not stated) | i | i | i | i | i | i | i | i | i | -10 | i
COc1cc(OC)cc(C(=O)NC2CCN(Cc3nnnn3Cc3cccs3)CC2)c1 | i | i | i | i | i | i | i | i | i | -6 | i
CCc1nnc(NC(=O)CCC(=O)N2CCN(S(=O)(=O)c3ccc(OC)cc3)CC2)s1 | i | i | i | i | i | i | i | i | i | -5 | i
CCOC(=O)CNC(=O)N1CCCC(N(C)CCc2ccccc2)C1 (configuration not stated) | i | i | i | i | i | i | i | i | i | -3 | i
Cc1ccccc1C(=O)Nc1ccnn1C1CCN(Cc2ccncc2)CC1 | i | i | i | i | i | i | i | i | i | -9 | i
NC(=O)CC(NC(=O)c1ccccc1)c1ccc(NCCCN2CCCC2=O)c([N+](=O)[O-])c1 (configuration not stated) | i | i | i | i | i | i | i | i | i | -1 | i
CCCCn1c(N)c(NCc2ccccc2)c(=O)[nH]c1=O | i | i | i | i | i | i | i | i | i | -7 | i
Cc1ccc(-n2nc(C)c3c2OC(N)=C(C#N)C3c2ccc(C)o2)cc1 (configuration not stated) | i | i | i | i | i | i | i | i | i | -10 | i
COc1ccc(Cl)cc1S(=O)(=O)n1ccnc1 | i | i | i | i | i | i | i | i | i | -19 | i

Profiles, looked up by structure.
Record of `CCOC(=O)CNC(=O)N1CCCC(N(C)CCc2ccccc2)C1` (configuration not stated) : KCNQ1 block = i; KCNQ1 pot = i; RGS4 act = i; RGS4 inh = i; TMEM16A act = i; MrgX1 allo act = i; MrgX1 ag = i; KCNK9 inh = i; KCNK3 inh = i; hERG rescue = -3; ANO1 block = i
Record of `COc1cc(C2NC(=S)NC(C)=C2C(=O)OC(C)C)ccc1OC(C)C` (configuration not stated) : KCNQ1 block = i; KCNQ1 pot = i; RGS4 act = i; RGS4 inh = i; TMEM16A act = i; MrgX1 allo act = i; MrgX1 ag = i; KCNK9 inh = i; KCNK3 inh = i; hERG rescue = -18; ANO1 block = i

New compounds follow:
SMILES | KCNQ1 block | KCNQ1 pot | RGS4 act | RGS4 inh | TMEM16A act | MrgX1 allo act | MrgX1 ag | KCNK9 inh | KCNK3 inh | hERG rescue | ANO1 block
CC(=O)Nc1ccc2nc(-c3ccco3)[nH]c2c1 | i | i | i | i | i | i | i | i | i | -3 | i
Cc1ccc(NC(=O)c2ccc(S(=O)(=O)N3CCC(C)CC3)cc2)cc1 | i | i | i | i | i | i | i | i | i | -11 | i
O=S1(=O)CCOCCCN1Cc1ccccc1 | i | i | i | i | i | i | i | i | i | -8 | i
Cc1cc(OCC(=O)Nc2nccs2)c2c(C)cc(=O)oc2c1 | i | i | i | i | i | i | i | i | i | -5 | i
O=C1N/C(=N\N=C\c2ccco2)SC1Cc1ccc(F)cc1 (configuration not stated) | i | i | i | i | i | i | i | i | i | -3 | i
O=C(Nc1nccs1)c1cc(-c2ccccc2)nn1-c1ccccc1 | i | i | i | i | i | i | i | i | i | -7 | i
Cc1ccc(CCn2c3c(c4ccccc42)CN(C)CC3)cn1 | i | i | i | i | i | i | i | i | i | -11 | i
CCn1nc(C)c(CN2CCCC(C(=O)c3cccc(OC(C)C)c3)C2)c1C (configuration not stated) | i | i | i | i | i | i | i | i | i | -9 | i
CN(C)C(=O)c1ccc(NS(=O)(=O)c2ccc3c(c2)OCCO3)cc1 | i | i | i | i | i | i | i | i | i | -7 | i
CN(C)C(=O)CN1CCN(Cc2cn(C)nc2-c2ccc3c(c2)OCCO3)CC1 | i | i | i | i | i | i | i | i | i | -17 | i
COc1ccc(-c2cc(=O)oc3c(C)c(O)c(CN(C)C)cc23)cc1 | i | i | i | i | i | i | i | i | i | -10 | i
CCCCCC(=O)Nc1nc(C)c(-c2csc(Nc3cc(OC)ccc3OC)n2)s1 | i | i | i | i | i | i | i | -7.3* | i | -10 | i
O=C(CSc1nnc(-c2ccc(F)cc2)n1-c1ccccc1)NCCN1C(=O)CSC1=O | i | i | i | i | i | i | i | i | i | -7 | i
Clc1ccc2c(N3CCCC3)ccnc2c1 | i | i | i | i | i | i | i | i | i | -2 | i
CC(=O)NC(=S)Nc1ccc(NC(=O)COc2ccc(C(C)C)cc2)cc1 | i | i | i | i | i | i | i | i | i | -9 | i
Cc1ccc(C)c(S(=O)(=O)N/N=C/c2ccc(N(C)C)cc2)c1 | i | i | i | i | i | i | i | i | i | -4 | i
CCC(=O)OCC(=O)c1c(N)n(Cc2ccccc2)c(=O)n(C)c1=O | i | i | i | i | i | i | i | i | i | -5 | i
COc1ccc(N2CCC(CNC(=S)Nc3cc(C)cc(C)c3)C2)cc1 (configuration not stated) | i | i | i | i | i | i | i | i | i | -14 | i
CCOc1ccc(CN2CCN(Cc3cnn(CC)c3C)CC2CCO)cc1 (configuration not stated) | i | i | i | i | i | i | i | i | i | -7 | i
O=C(c1ccc2c(c1)C(=O)N(c1ccc(Cl)cc1)C2=O)N1CCN(c2ccccn2)CC1 | i | i | i | i | i | i | i | i | i | -1 | i
COc1ccccc1C(=O)N/C(=C\c1cn(S(=O)(=O)N(C)C)c2ccccc12)C(=O)N1CCCCC1 | i | i | i | i | i | i | i | i | i | -4 | i
Cc1ccc(S(=O)(=O)N[C@@H](Cc2ccccc2)C(=O)N2CCC(C(=O)N[C@@H](CCC(N)=O)C(=O)O)CC2)cc1 | i | i | i | i | i | i | i | i | i | 0 | i
C=CCOc1ccc(CNC(C)(C)C)cc1OC | i | i | i | i | i | i | i | i | i | -3 | i
O=C(CN1C(=O)CCC1=O)Nc1nc(-c2nc3ccccc3s2)cs1 | i | i | i | i | i | i | i | i | i | -14 | i
CC(C)=C1SC(N2CCN(Cc3ccccc3)CC2)=NC1=O | i | i | i | i | i | i | i | i | i | -12 | i
Cc1ccc(-n2nc3ccc(N)cc3n2)cc1 | i | i | i | i | i | i | i | i | i | -1 | i
CC1=NN(c2nc(-c3ccc(C)cc3)cs2)C(=O)C1N=Nc1ccccc1O (configuration not stated) | 6* | i | i | i | i | i | i | i | i | -13 | i
O=C(CC(NS(=O)(=O)c1ccc(Cl)cc1)c1ccco1)NCc1cccnc1 (configuration not stated) | i | i | i | i | i | i | i | i | i | -14 | i
CN(C)S(=O)(=O)c1ccc(C(=O)N2CCN=C2SCc2cccnc2)cc1 | i | i | i | i | i | i | i | i | i | -1 | i
COc1ccc(-n2c(SCC(=O)NCC3CCCO3)nc3ccccc32)cc1 (configuration not stated) | i | i | i | i | i | i | i | i | i | -9 | i
Cn1c(=O)cc(OCC(=O)N2CCCc3ccccc32)c2ccccc21 | i | i | i | i | i | i | i | i | i | -18 | i
O=C(Nc1ccc(C#Cc2ccccc2)cc1)C1CC1 | i | i | i | i | i | i | i | i | i | -20 | i
